# High-throughput results (PubChem)
# hIAP activ – increases human intestinal alkaline phosphatase activity; purified human IAP, CDP-Star luminescence, 30 min; hits give high values; 1 = vehicle-only enzyme, 0 = enzyme-free background; activation factor at 10 µM; actives 0.16% (n = 330,000); AID 2524;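 active means activation factor of the enzyme at least 2-fold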; further: the source names both 10 and 20 µM as test concentration; values of inactives mirror those of a sister screen read the other way
# Target sequence (P09923 whole entry, looked up): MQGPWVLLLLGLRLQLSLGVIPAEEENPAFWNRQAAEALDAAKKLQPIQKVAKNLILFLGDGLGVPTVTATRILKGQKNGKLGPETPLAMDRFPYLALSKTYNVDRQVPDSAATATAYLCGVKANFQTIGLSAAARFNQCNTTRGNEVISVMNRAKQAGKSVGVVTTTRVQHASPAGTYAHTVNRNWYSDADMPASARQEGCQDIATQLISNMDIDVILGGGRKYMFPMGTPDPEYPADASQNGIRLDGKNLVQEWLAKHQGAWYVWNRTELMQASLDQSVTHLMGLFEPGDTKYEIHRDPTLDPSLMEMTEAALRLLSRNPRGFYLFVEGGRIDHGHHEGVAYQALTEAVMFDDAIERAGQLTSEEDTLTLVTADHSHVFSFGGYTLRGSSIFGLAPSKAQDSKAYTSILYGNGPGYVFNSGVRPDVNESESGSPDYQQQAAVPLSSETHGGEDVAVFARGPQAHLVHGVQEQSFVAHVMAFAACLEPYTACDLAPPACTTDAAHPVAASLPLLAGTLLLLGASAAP
# TIM10 inh – TIM10 yeast growth inhibition; S. cerevisiae TIM10 strain growth, BacTiter-Glo luminescence, 24 h; actives 1.4% (n = 330,000); inhibition, % at 10 µM; AID 463195;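 active means inhibition of 40% or more at the single tested concentration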;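 further: wild-type TIM10 isogenic control strain grown at permissive 25 °C; 0% = DMSO yeast wells and 100% = minimal medium wells without yeast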
# Apaf1 inhib – inhibitors of human Apaf-1 apoptosome; reconstituted apoptosome caspase-3 activity, DEVD-Rh110 fluorescence; inhibition, % at 20 µM; actives 0.71% (n = 330,000); active means inhibition of at least 40% at 20 µM;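 further: plate controls were DMSO wells for no effect and DEVD-CHO caspase inhibitor wells for full effect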
#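 Material: reconstituted apoptosome with Apaf-1, cytochrome c, caspase-9, procaspase-3, dATP. Technique: Rh110 fluorescence intensity. Buffer or medium: pH 7.5 Hepes buffer with CHAPS, BSA, DTT. Times: 30 min plus 50 min, RT.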
# ATG4B inh – ATG4B (human) cysteine protease inhibition; actives 0.51% (n = 340,000); ATG4B cleavage of LC3-PLA2, NBD-HPC fluorescence, 1 h; inhibition, % at 8.33 µM; AID 504462; Q9Y4P1; in the data active means inhibition above about 40%
# Target sequence (Q9Y4P1 whole entry, looked up): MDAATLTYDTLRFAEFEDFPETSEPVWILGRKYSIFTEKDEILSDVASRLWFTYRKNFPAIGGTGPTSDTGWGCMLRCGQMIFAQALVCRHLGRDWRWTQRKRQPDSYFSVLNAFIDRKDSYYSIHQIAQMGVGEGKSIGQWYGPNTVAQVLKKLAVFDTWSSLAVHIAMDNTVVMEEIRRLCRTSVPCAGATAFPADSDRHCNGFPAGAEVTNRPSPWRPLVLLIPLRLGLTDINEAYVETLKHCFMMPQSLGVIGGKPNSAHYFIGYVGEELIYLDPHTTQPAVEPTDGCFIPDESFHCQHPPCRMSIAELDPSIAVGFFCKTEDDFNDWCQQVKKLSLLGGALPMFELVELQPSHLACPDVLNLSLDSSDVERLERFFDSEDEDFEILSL
# mIAP act – mouse IAP activation; activation factor at 10 µM; actives 0.24% (n = 330,000); AID 2805; muIAP, CDP-Star luminescence, 30 min; hits give high values; 1 = vehicle-only enzyme signal, 0 = enzyme-free wells;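 active means activation factor of at least 2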; further: the source names both 10 and 20 µM as test concentration; values of inactives mirror those of a sister screen read the other way
#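 Assay system: mouse IAP enzyme / Compound: DMSO-dissolved test compounds / Timing: 30 min, room temperature / Measured by: luminescence from enzymatic CDP-Star hydrolysis / Control set: DMSO-only wells, enzyme-free buffer wells as negative control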
# tim10-1 inh – growth inhibitors of tim10-1 mutant yeast; S. cerevisiae tim10-1 ts strain growth, BacTiter-Glo, 24 h; inhibition, % at 20 µM; actives 2.2% (n = 330,000); AID 463190;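 active means inhibition of at least 40%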;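 further: mutant grown at 25 °C; 0% = DMSO wells with yeast and 100% = wells holding no yeast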
# NLRP3 yeast inh – NALP3 inhibition in yeast; Yeast reconstituted NLRP3/ASC/caspase-1, beta-gal luminescence, 24 h; inhibition, % at 10 µM; actives 0.39% (n = 330,000);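 active means inhibition of 50% or more; inactive means inhibition below 50%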;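 further: plate controls were induced DMSO wells for no effect and uninduced yeast grown without galactose for full effect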
# mIAP inh – mouse IAP inhibition. purified mouse IAP, CDP-Star luminescence, 30 min. inhibition, % at 10 µM. actives 0.2% (n = 330,000). AID 2806;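 active means inhibition of at least 40% at 10 µM in the primary screen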;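 further: plate controls were DMSO with enzyme for no effect and no enzyme wells for full effect; values of inactives mirror those of a sister screen read the other way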
# hIAP block – human IAP inhibition | P09923 | purified IAP, CDP-Star luminescence, 30 min | inhibition, % at 10 µM | actives 0.12% (n = 330,000) | AID 2544;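 active means inhibition reaching a set limit with compound at 10 µM in the primary screen, cut at about 35% in these data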;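 further: plate controls were DMSO wells with enzyme for no effect and no-enzyme buffer wells for full effect; values of inactives mirror those of a sister screen read the other way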
# * hit, by the source's call.
SMILES,hIAP activ,TIM10 inh,Apaf1 inhib,ATG4B inh,mIAP act,tim10-1 inh,NLRP3 yeast inh,mIAP inh,hIAP block
COc1cccc(C(=O)C2CCCN(Cc3cccc(OCCO)c3)C2)c1 (centres undefined),1,-2,0,19,0.88,9,11,12,0
COc1cc(NC(=O)c2cccnc2Sc2ccc(C)c(C)c2)cc(OC)c1OC,0.86,6,-36,-8,1.1,29,13,-6,14
COCc1ccc(CN2CCCC(C(=O)Nc3ccc(-c4cscn4)cc3)C2)o1 (centres undefined),1,9,-9,4,0.97,30,12,3,-2
COC(=O)c1ccc(COC(=O)CNC(=O)C2CCCCC2)cc1,1.1,-4,-2,0,1,4,10,0,-10
C=CCNC(=O)c1ccccc1NC(=O)c1ccc(Cl)c(S(=O)(=O)Nc2cc(C)ccc2C)c1,0.92,-6,11,-1,1,10,-1,-4,8
CCN(c1ccc(OC)cc1)S(=O)(=O)c1csc(C(N)=O)c1,0.95,-10,1,4,1.1,-3,5,-8,5
CC(=O)Oc1ccc(C(=O)N2c3ccccc3NC(=O)C2C)cc1 (centres undefined),0.93,-7,-3,6,0.87,2,10,13,7
O=C(NC1CC1)c1cc(Cl)ccc1[N+](=O)[O-],0.85,-8,-9,-11,1.1,8,12,-8,15
COc1cccc(NC(=O)C(C)N2C(=O)c3ccccc3S2(=O)=O)c1 (centres undefined),0.99,3,5,9,1,8,9,0,1
COc1cc2c(cc1OC)C(C)N(C(=O)c1sccc1C)CC2 (centres undefined),1.1,-6,-2,6,1,34,7,-2,-9
Cc1ccc(-c2cccc(C3CC=CC4C3C(=O)N(Cc3ccccc3)C4c3ccc(C(F)(F)F)cc3)c2)cc1 (centres undefined),0.91,8,18,-2,1,10,10,-5,9
Cc1cc(NC(=O)C(=O)NCCN2CCN(C(=O)c3cccs3)CC2)ccc1Br,0.95,20,20,-3,0.9,13,-7,10,5
COc1ccc(OCCCc2c(C)n[nH]c2C)cc1,1.1,10,7,-6,1,5,19,-1,-13
C=CCNC(=S)N/N=C/c1ccc(N(CC)Cc2ccccc2)cc1,0.98,34,14,2,0.96,26,15,4,2
Cc1ccc2c(c1)N(CC(=O)Nc1ccc3c(c1)OCCO3)C(=O)CO2,1,-3,-11,-3,1,-11,15,-2,-2
O=S(=O)(c1ccc(Cl)cc1)N(Cc1ccccn1)Cc1ccccn1,0.98,-4,11,-2,0.99,11,7,1,2
COc1ccc(Cc2nnc(N)s2)cc1OC,0.95,22,-10,-8,0.98,9,-1,2,5
CCN1CCN(S(=O)(=O)c2ccc3c4c(cccc24)C(=O)N3CC)CC1,1,-5,-4,1,0.94,5,13,6,0
Cc1cccc(C(=O)NC(=S)NNC(=O)COc2c(C)cccc2C)c1,1.2,6,18,7,0.96,-1,14,4,-22
COc1ccc(/C=C/C(=O)O)cc1S(=O)(=O)N1CCC(Cc2ccccc2)CC1,1.2,22,-1,-1,1,7,-11,0,-20
CCOC(=O)c1sc(NC(=O)CN2C(=O)NC3(CCCCCCC3)C2=O)c(C(=O)OCC)c1C,0.9,-18,-7,-4,1,-7,8,0,10
C=CCc1cccc(CNc2nc3ccccc3n2C(C)C)c1O,0.86,37,-10,20,1,43*,16,-4,14
COc1ccc(OC)c(NC(=O)CCCN2C(=S)NC(C)(C)CC2C)c1 (centres undefined),1,-7,1,-1,1,8,8,-2,-1
COCc1cc(=O)[nH]c(/N=C(\N)Nc2ccc(Oc3ccccc3)cc2)n1,0.98,4,-5,-7,1.1,-2,8,-6,2
COc1cnn(-c2ccc(C)cc2)c(=O)c1Br,0.98,4,9,-5,0.96,7,-9,4,2
SMILES,hIAP activ,TIM10 inh,Apaf1 inhib,ATG4B inh,mIAP act,tim10-1 inh,NLRP3 yeast inh,mIAP inh,hIAP block
CC(C)C1(C(C)C)OC(=O)c2ccccc21,0.87,5,-1,0,0.99,-7,24,0,13
O=c1cc(N2CCc3ccccc3C2)[nH]c(=O)n1C1CCCCC1,1.1,-19,10,0,1,-8,17,0,-13
Cc1cc(C)c(NC(=O)c2ccc[n+](Cc3ccc([N+](=O)[O-])cc3)c2)c(C)c1,0.88,-18,0,-4,0.96,-14,10,4,12
CC[N+](CC)(CC=C(C)C)CC(=O)OC,1.3,-3,0,9,0.99,3,13,0,-34
O=C(Nc1cccc(-c2cn3c(n2)SCC3)c1)c1ccc2c(c1)OCO2,1,-11,-10,-21,0.99,2,-5,1,-2
Cc1cc(C)nc(NC(=NCCc2c[nH]c3ccccc23)NC(=O)Nc2ccc(Cl)c(Cl)c2)n1,0.88,10,5,-1,1.2,16,2,-20,12
CCCNC(=O)C(Cc1ccc(I)cc1)NC(=O)c1ccc2ccccc2n1 (centres undefined),0.87,5,22,-12,1,-11,21,-1,13
Cc1ccnc2nc(C(=O)OC(C)C(=O)NCc3ccccc3)nn12 (centres undefined),0.86,3,-3,-1,1.1,14,20,-5,14
CN(C)c1ccc(C=NCCC2(c3ccccc3)CCOC(C)(C)C2)cc1 (centres undefined),1.1,-5,10,-2,1.1,6,12,-9,-10
O=C(CC1SC(=Nc2ccccc2)N(Cc2ccccn2)C1=O)Nc1ccc(Br)cc1 (centres undefined),0.78,29,3,-22,1.1,30,6,-11,22
C=CCSc1nc2nc(C)cc(C)n2n1,1,9,4,7,1.1,9,12,-7,0
NC(=O)CCCn1c(C(=O)c2ccc(Cl)cc2)c2ccc(C(F)(F)F)cc2[n+]1[O-],0.97,20,10,-1,0.97,19,1,3,3
C=CCn1c(-c2ccccc2[N+](=O)[O-])n[nH]c1=S,0.91,8,2,-5,1,-4,14,0,9
CCCCCOC(=O)Cn1c(=O)oc2ccccc21,0.9,5,2,-3,0.93,24,12,7,10
CSc1nc(N)c(C(=O)Nc2ccc([N+](=O)[O-])cc2)s1,0.88,18,-3,-9,0.98,23,-3,2,12
CCn1c(SCC(=O)NC2CCCCC2)nc2c(c1=O)SC(C)C2 (centres undefined),1.1,-5,-16,7,0.98,6,4,2,-6
CCCOc1ccc(N2C(=O)CC(N(CCc3ccc(OC)c(OC)c3)C(=O)c3ccccc3)C2=O)cc1 (centres undefined),1.1,15,3,-12,0.9,9,9,10,-12
CCN1CCc2c(C#N)c(N3CCOCC3)nc(NCCO)c2C1,0.94,-8,17,-11,0.8,10,1,20,6
COc1ccc(-c2cc(C(=O)N3CCN(C(c4ccccc4)c4ccccc4)CC3)no2)cc1OC,0.84,56*,-159,-11,0.92,51*,14,8,16
O=C(NC1CCCCC1)C(c1ccncc1)N(C(=O)Cc1cccs1)c1ccccc1 (centres undefined),1,21,-3,-1,0.92,7,5,8,0
Cc1[nH]n(-c2ccccc2)c(=O)c1C(C[N+](=O)[O-])c1ccc(F)cc1 (centres undefined),1.1,48*,94*,-6,0.99,60*,31,1,-7
O=C(Nc1ccc2c(c1)OCO2)c1c[nH]c(=O)n(-c2ccc(F)cc2)c1=O,1.2,1,7,4,0.93,-2,16,8,-23
CC(C)N=C1NN=C(c2cccs2)C(CC(=O)O)S1 (centres undefined),1.2,-3,-2,-4,0.9,17,6,10,-16
O=S(=O)(c1cccc(S(=O)(=O)N2CCCC2)c1)c1cccc(S(=O)(=O)N2CCCC2)c1,1,17,-7,1,1,18,17,-1,-2
CC(=O)c1cccc(NC(=O)c2ccc3c(c2)CCCC3)c1,0.89,26,7,-4,1,11,18,-3,11

# A second format for 14 compounds above.
SMILES | hIAP activ | TIM10 inh | Apaf1 inhib | ATG4B inh | mIAP act | tim10-1 inh | NLRP3 yeast inh | mIAP inh | hIAP block
NC(=O)CCCn1c(C(=O)c2ccc(Cl)cc2)c2ccc(C(F)(F)F)cc2[n+]1[O-] | 0.97 | 20 | 10 | -1 | 0.97 | 19 | 1 | 3 | 3
C=CCn1c(-c2ccccc2[N+](=O)[O-])n[nH]c1=S | 0.91 | 8 | 2 | -5 | 1 | -4 | 14 | 0 | 9
CCCCCOC(=O)Cn1c(=O)oc2ccccc21 | 0.9 | 5 | 2 | -3 | 0.93 | 24 | 12 | 7 | 10
CSc1nc(N)c(C(=O)Nc2ccc([N+](=O)[O-])cc2)s1 | 0.88 | 18 | -3 | -9 | 0.98 | 23 | -3 | 2 | 12
CCn1c(SCC(=O)NC2CCCCC2)nc2c(c1=O)SC(C)C2 (centres undefined) | 1.1 | -5 | -16 | 7 | 0.98 | 6 | 4 | 2 | -6
CCCOc1ccc(N2C(=O)CC(N(CCc3ccc(OC)c(OC)c3)C(=O)c3ccccc3)C2=O)cc1 (centres undefined) | 1.1 | 15 | 3 | -12 | 0.9 | 9 | 9 | 10 | -12
CCN1CCc2c(C#N)c(N3CCOCC3)nc(NCCO)c2C1 | 0.94 | -8 | 17 | -11 | 0.8 | 10 | 1 | 20 | 6
COc1ccc(-c2cc(C(=O)N3CCN(C(c4ccccc4)c4ccccc4)CC3)no2)cc1OC | 0.84 | 56* | -159 | -11 | 0.92 | 51* | 14 | 8 | 16
O=C(NC1CCCCC1)C(c1ccncc1)N(C(=O)Cc1cccs1)c1ccccc1 (centres undefined) | 1 | 21 | -3 | -1 | 0.92 | 7 | 5 | 8 | 0
Cc1[nH]n(-c2ccccc2)c(=O)c1C(C[N+](=O)[O-])c1ccc(F)cc1 (centres undefined) | 1.1 | 48* | 94* | -6 | 0.99 | 60* | 31 | 1 | -7
O=C(Nc1ccc2c(c1)OCO2)c1c[nH]c(=O)n(-c2ccc(F)cc2)c1=O | 1.2 | 1 | 7 | 4 | 0.93 | -2 | 16 | 8 | -23
CC(C)N=C1NN=C(c2cccs2)C(CC(=O)O)S1 (centres undefined) | 1.2 | -3 | -2 | -4 | 0.9 | 17 | 6 | 10 | -16
O=S(=O)(c1cccc(S(=O)(=O)N2CCCC2)c1)c1cccc(S(=O)(=O)N2CCCC2)c1 | 1 | 17 | -7 | 1 | 1 | 18 | 17 | -1 | -2
CC(=O)c1cccc(NC(=O)c2ccc3c(c2)CCCC3)c1 | 0.89 | 26 | 7 | -4 | 1 | 11 | 18 | -3 | 11

# New compounds follow
SMILES,hIAP activ,TIM10 inh,Apaf1 inhib,ATG4B inh,mIAP act,tim10-1 inh,NLRP3 yeast inh,mIAP inh,hIAP block
N#CCCn1c(C2CCCCC2)nc2ccccc21,1.1,-5,-2,-8,1,7,14,0,-6
CCC(CO)Nc1ncc([N+](=O)[O-])cc1C#N (centres undefined),1.1,-6,7,-4,1.1,-8,8,-10,-14
O=C(Nc1ccccc1N1CCCCC1)C1CCN(S(=O)(=O)c2cccc(C(F)(F)F)c2)CC1,0.88,6,23,0,0.9,12,18,10,12
CC(=O)Nc1ccc(S(=O)(=O)Oc2cccc(N3C(=O)C4CC=CCC4C3=O)c2)cc1 (centres undefined),1.1,9,13,-5,1,20,6,-4,-11
CC(C)(C)OC(=O)NCCCCCNC(=O)c1nc[nH]c1C(=O)N1CCN(c2ccccc2)CC1,1.3,2,10,2,1,5,18,-2,-28
O=C(/C=C/c1ccc(F)cc1)OCC(=O)c1ccc[nH]1,1.1,-1,-6,-29,0.96,4,4,4,-6
COC(=O)c1cccc(NC(=O)Cc2ccccc2[N+](=O)[O-])c1C,0.85,6,-13,-3,0.95,17,2,4,15
O=C(NN1C(=O)c2ccccc2NC1c1ccccn1)c1ccc([N+](=O)[O-])cc1 (centres undefined),0.91,4,-6,3,0.92,-6,11,8,9
